T cruzi HTS: inhibitors of intracellular Trypanosoma cruzi, primary screen, cell-based, plate reader, single point, set 2; activity score (inhibition), % at 5.01 µM; intracellular Trypanosoma cruzi in host cells; 4.9% of 22,000 active; AID 651903, 2012; in the data active = activity score above about 55%;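 also: parasites and compound incubated about four days before reading; 0% = median of neutral control wells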
INS-1E rescue: protection of INS-1E cells from cytokine death, primary screen, ATP luminescence, single point; protection from cytokine-induced ATP loss, % at 10 µM; 0.1% of 20,000 active; INS-1E cytokine-induced death, 48 h; normalised: neutral wells 0, positive control 100; AID 488910, 2010;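 active = mean replicate protection from cytokine-induced ATP loss at least 50% and at least 75% of replicates each reaching 50%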
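Assay system – rat INS-1E insulinoma cell line · Quantity – 8000 cells per well · Buffer or medium – RPMI without phenol red, 5% FBS · Schedule – 48 h co-treatment, 10 min post-lysis read · Technique – luminescent ATP assay (CellTiter-Glo)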
Active calls of the source: *; / = no result given. Rows were taken by chance. Share with any hit: about 5.1%.

The line under a structure holds: T cruzi HTS, INS-1E rescue
C[C@@H]1CN([C@@H](C)CO)C(=O)c2cc(NS(=O)(=O)c3ccc(F)cc3)ccc2O[C@@H]1CN(C)S(=O)(=O)c1ccccc1
    1, -1
C[C@@H]1CN([C@@H](C)CO)C(=O)c2cccc(NC(=O)c3cnccn3)c2O[C@@H]1CN(C)C(=O)Nc1ccc(F)cc1
    -7, 9
COc1ccc(NC(=O)Nc2ccc3c(c2)C(=O)N([C@H](C)CO)C[C@@H](C)[C@@H](CN(C)C(=O)Nc2ccc(C(F)(F)F)cc2)O3)cc1
    -1, -6
Cc1ccc(S(=O)(=O)N(C)C[C@H]2Oc3ccc(NC(=O)Cc4cn(C)c5ccccc45)cc3CC(=O)N([C@H](C)CO)C[C@H]2C)cc1
    53, -3
C[C@H]1CN([C@@H](C)CO)C(=O)c2cccc(NC(=O)c3ccncc3)c2O[C@H]1CN(C)Cc1ccncc1
    -18, 11
COc1ccc(NC(=O)N(C)C[C@@H]2OCCCC[C@@H](C)Oc3ccc(NC(=O)Nc4ccc5c(c4)OCO5)cc3C(=O)N([C@H](C)CO)C[C@@H]2C)cc1
    -17, 3
Cc1noc(C)c1NC(=O)N(C)C[C@@H]1Oc2ccc(NC(=O)C3CC3)cc2C(=O)N([C@H](C)CO)C[C@H]1C
    -34, 3
Cc1noc(C)c1NC(=O)Nc1cccc2c1O[C@@H](CN(C)C(=O)Nc1cccc3ccccc13)[C@H](C)CN([C@H](C)CO)C2=O
    2, 11
CC(C)NC(=O)Nc1cccc2c1O[C@H](CN(C)Cc1ccncc1)[C@H](C)CN([C@@H](C)CO)C2=O
    -14, 8
COc1ccc(S(=O)(=O)Nc2cccc3c2O[C@H](CN(C)Cc2ccncc2)[C@@H](C)CN([C@@H](C)CO)C3=O)cc1
    -17, 8
COc1ccc(S(=O)(=O)N(C)C[C@@H]2Oc3ccc(NC(=O)CCCCCC(=O)Nc4ccccc4N)cc3C(=O)N([C@@H](C)CO)C[C@@H]2C)cc1
    12, 7
C[C@@H]1CN([C@H](C)CO)C(=O)Cc2cc(NC(=O)CCCN(C)C)ccc2O[C@@H]1CN(C)Cc1ccc(Oc2ccccc2)cc1
    -29, -5
C[C@H]1CN([C@@H](C)CO)C(=O)c2cccc(NC(=O)C3CC3)c2O[C@@H]1CN(C)S(=O)(=O)c1ccc(F)cc1
    1, -3
C[C@@H]1CN([C@@H](C)CO)C(=O)c2cc(NC(=O)Nc3ccccc3)ccc2O[C@H]1CN(C)C(=O)Nc1ccccc1
    5, 3
COc1ccc(NC(=O)Nc2ccc3c(c2)C(=O)N([C@H](C)CO)C[C@H](C)[C@@H](CN(C)CC2CCCCC2)O3)cc1
    3, -5
C[C@@H]1CN([C@@H](C)CO)C(=O)c2cc(NS(=O)(=O)c3ccc(Cl)cc3)ccc2O[C@@H]1CN(C)S(=O)(=O)c1cn(C)cn1
    1, 13
C[C@H](CO)N1C[C@H](C)[C@H](CN(C)S(=O)(=O)c2cn(C)cn2)Oc2c(NC(=O)C3CCCCC3)cccc2C1=O
    -27, 6
C[C@@H]1CN([C@@H](C)CO)C(=O)c2cccc(NC(=O)Nc3ccccc3)c2O[C@@H]1CN(C)C(=O)Nc1cccc2ccccc12
    2, -22
C[C@@H]1CN([C@@H](C)CO)C(=O)c2cccc(NC(=O)Nc3ccc(C(F)(F)F)cc3)c2O[C@@H]1CN(C)S(=O)(=O)c1cn(C)cn1
    -10, -4
COc1ccccc1S(=O)(=O)N(C)C[C@H]1OCc2cnnn2CCCC(=O)N([C@H](C)CO)C[C@@H]1C
    40, 0
C[C@H](CO)N1C[C@H](C)[C@H](CN(C)S(=O)(=O)c2ccccc2)Oc2ccc(NC(=O)Nc3ccccc3)cc2CC1=O
    2, 12
C[C@@H]1CN([C@@H](C)CO)C(=O)c2cccc(NS(=O)(=O)c3cn(C)cn3)c2O[C@@H]1CN(C)C(=O)Nc1ccc(F)cc1
    -2, 13
COC(=O)CCCCCCC(=O)N/N=C/c1ccc2c(c1)Cc1ccccc1-2
    26, -2
C[C@@H]1CN([C@@H](C)CO)C(=O)c2cccc(NS(=O)(=O)c3ccc(F)cc3)c2O[C@@H]1CN(C)Cc1ccccc1
    -17, -1
C[C@H](CO)N1C[C@H](C)[C@H](CN(C)Cc2ccc(C(=O)Nc3ccccc3N)cc2)Oc2ccc(NC(=O)Nc3ccc4c(c3)OCO4)cc2C1=O
    74*, -3
Cc1ccc(S(=O)(=O)Nc2ccc3c(c2)C(=O)N([C@@H](C)CO)C[C@H](C)[C@@H](CN(C)Cc2ccc(Cl)c(Cl)c2)O3)cc1
    32, 0
C[C@@H]1CN([C@@H](C)CO)C(=O)c2cc(NC(=O)CCC(F)(F)F)ccc2O[C@H]1CN(C)Cc1ccc(Cl)c(Cl)c1
    7, -1
C[C@@H]1CN([C@H](C)CO)C(=O)c2cccc(NC(=O)Nc3ccc(F)cc3)c2O[C@@H]1CN(C)Cc1ccc(C(=O)O)cc1
    -21, 10
COc1ccc(NC(=O)N(C)C[C@@H]2Oc3ccc(NS(C)(=O)=O)cc3CC(=O)N([C@@H](C)CO)C[C@@H]2C)cc1
    -10, 12
C[C@H]1CN([C@@H](C)CO)C(=O)Cc2cc(NC(=O)Nc3ccccc3)ccc2O[C@H]1CN(C)C(=O)Nc1ccc2c(c1)OCO2
    -2, 0

Other structures follow.
The line under a structure holds: T cruzi HTS, INS-1E rescue
C[C@@H]1CCCCO[C@H](CN(C)C(=O)c2ccccc2)[C@@H](C)CN([C@H](C)CO)C(=O)c2cc(NC(=O)c3ccccc3)ccc2O1
    -17, 1
COc1ccc(S(=O)(=O)N(C)C[C@H]2Oc3ccc(NC(=O)CCC(F)(F)F)cc3C(=O)N([C@@H](C)CO)C[C@H]2C)cc1
    5, /
Cc1noc(C)c1NC(=O)N(C)C[C@@H]1OCCCC[C@@H](C)Oc2ccc(NC(=O)Nc3ccc(C(F)(F)F)cc3)cc2C(=O)N([C@H](C)CO)C[C@@H]1C
    -10, 3
C[C@@H]1CN([C@@H](C)CO)C(=O)c2cc(NS(=O)(=O)c3ccc(F)cc3)ccc2O[C@H]1CN(C)C(=O)Nc1ccc(F)cc1
    11, -7
C[C@H](CO)N1C[C@H](C)[C@H](CN(C)S(=O)(=O)c2ccc(F)cc2)Oc2ccc(NC(=O)Nc3ccc(F)cc3)cc2CC1=O
    23, -7
COc1ccc(CN(C)C[C@@H]2Oc3ccc(NC(=O)Cc4ccccc4)cc3CC(=O)N([C@@H](C)CO)C[C@@H]2C)cc1
    67*, -4
Cc1noc(C)c1NC(=O)N(C)C[C@@H]1Oc2ccc(NS(=O)(=O)c3ccccc3)cc2C(=O)N([C@@H](C)CO)C[C@@H]1C
    8, /
C[C@@H]1CN([C@H](C)CO)C(=O)c2cc(NS(=O)(=O)c3cccs3)ccc2O[C@@H]1CN(C)S(C)(=O)=O
    -4, 15
C[C@@H]1CN([C@H](C)CO)C(=O)Cc2cc(NC(=O)c3ccncc3)ccc2O[C@@H]1CN(C)Cc1ccc(C(=O)Nc2ccccc2N)cc1
    39, -8
C[C@@H]1CN([C@H](C)CO)C(=O)c2cc(NC(=O)CCC(F)(F)F)ccc2O[C@@H]1CN(C)CC1CC1
    -4, 4
C[C@H](CO)N1C[C@H](C)[C@H](CN(C)Cc2ccccc2)Oc2ccc(NC(=O)CCCCCC(=O)Nc3ccccc3N)cc2C1=O
    -19, -1
CNC[C@@H]1Oc2c(NC(=O)c3ccc(-c4nccs4)cc3)cccc2C(=O)N([C@H](C)CO)C[C@H]1C
    -11, -2
C[C@@H]1CN([C@@H](C)CO)C(=O)c2cccc(NC(=O)Nc3ccc4c(c3)OCO4)c2O[C@@H]1CN(C)Cc1ccc(Cl)c(Cl)c1
    -37, -46
C[C@H]1CN([C@@H](C)CO)C(=O)c2cccc(NS(=O)(=O)c3cccs3)c2O[C@H]1CN(C)Cc1ccc(-c2ccccc2)cc1
    -16, -16
CNC[C@@H]1Oc2ccc(NC(=O)Nc3ccc(F)cc3)cc2CC(=O)N([C@H](C)CO)C[C@@H]1C
    -46, 15
COc1ccc(S(=O)(=O)N(C)C[C@@H]2Oc3c(NS(=O)(=O)c4ccc(C)cc4)cccc3C(=O)N([C@@H](C)CO)C[C@H]2C)cc1
    0, 12
CC(C)=CCC[C@@H](C)C/C=N/NC(=O)c1ccc(C(=O)NO)cc1
    3, -12
C[C@@H]1CN([C@@H](C)CO)C(=O)CCCn2cc(nn2)CO[C@@H]1CN(C)C(=O)Nc1ccc2c(c1)OCCO2
    -5, /
C[C@@H]1CN([C@H](C)CO)C(=O)c2cc(NS(=O)(=O)c3ccccc3)ccc2O[C@@H]1CN(C)C(=O)Nc1ccc2c(c1)OCO2
    -3, 6
C[C@@H]1CN([C@@H](C)CO)C(=O)c2cccc(NS(=O)(=O)c3ccc(F)cc3)c2O[C@@H]1CN(C)C(=O)Nc1cccc2ccccc12
    1, 0
C[C@@H]1CN([C@@H](C)CO)C(=O)c2cc(NS(=O)(=O)c3ccccc3)ccc2O[C@@H]1CN(C)Cc1ccc(C(F)(F)F)cc1
    5, -7
C[C@H](CO)N1C[C@H](C)[C@@H](CN(C)C(=O)Nc2cccc3ccccc23)Oc2c(NC(=O)C3CCCCC3)cccc2C1=O
    -19, 4
C[C@@H]1CN([C@@H](C)CO)C(=O)c2cc(NS(=O)(=O)c3cn(C)cn3)ccc2O[C@H]1CN(C)Cc1ccc(Cl)c(Cl)c1
    -13, -5
Cc1ccc(S(=O)(=O)Nc2ccc3c(c2)CC(=O)N([C@@H](C)CO)C[C@H](C)[C@H](CN(C)Cc2ccncc2)O3)cc1
    -26, 5
C[C@@H]1CN([C@H](C)CO)C(=O)c2cccc(NC(=O)Nc3ccc(F)cc3)c2O[C@H]1CN(C)S(=O)(=O)c1ccc(F)cc1
    16, 22
C[C@H]1CN([C@@H](C)CO)C(=O)c2cccc(NS(=O)(=O)c3ccccc3)c2O[C@H]1CN(C)C(=O)Nc1ccc(C(F)(F)F)cc1
    8, -12
C[C@@H]1CN([C@H](C)CO)C(=O)CCCn2nncc2CO[C@@H]1CN(C)C(=O)Nc1ccc2c(c1)OCCO2
    -11, /
COc1ccc(NC(=O)Nc2ccc3c(c2)C(=O)N([C@@H](C)CO)C[C@@H](C)[C@H](CN(C)S(=O)(=O)c2ccc(Cl)cc2)O3)cc1
    3, -4
C[C@H]1CN([C@@H](C)CO)C(=O)Cc2cc(NS(C)(=O)=O)ccc2O[C@H]1CN(C)C(=O)Nc1cccc2ccccc12
    -39, 7
C[C@H]1CN([C@@H](C)CO)C(=O)c2cc(NC(=O)Nc3ccccc3)ccc2O[C@@H]1CN(C)CC1CCCCC1
    -8, 2

The list goes on.
The line under a structure holds: T cruzi HTS, INS-1E rescue
Cc1ccc(S(=O)(=O)N(C)C[C@H]2Oc3c(NC(=O)Nc4c(C)noc4C)cccc3C(=O)N([C@H](C)CO)C[C@H]2C)cc1
    0, 9
CC(C)NC(=O)N(C)C[C@@H]1OCCCC[C@@H](C)Oc2ccc(NC(=O)Nc3ccc4c(c3)OCO4)cc2C(=O)N([C@H](C)CO)C[C@@H]1C
    -21, -1
C[C@H](CO)N1C[C@H](C)[C@@H](CN(C)Cc2ccc(Oc3ccccc3)cc2)Oc2ccc(NC(=O)C3CC3)cc2C1=O
    15, -23
C[C@H]1CN([C@@H](C)CO)C(=O)Cc2cc(NS(C)(=O)=O)ccc2O[C@H]1CN(C)CC1CC1
    -1, 4
CC(C)NC(=O)Nc1ccc2c(c1)C(=O)N([C@H](C)CO)C[C@H](C)[C@H](CN(C)S(=O)(=O)c1cccs1)OCCCC[C@@H](C)O2
    -18, 3
COc1ccc(CN(C)C[C@H]2Oc3ccc(NC(=O)Cn4cnnn4)cc3C(=O)N([C@@H](C)CO)C[C@@H]2C)cc1
    -6, 3
C[C@H]1CN([C@@H](C)CO)C(=O)c2cc(NC(=O)Cc3ccccc3)ccc2O[C@H]1CN(C)S(=O)(=O)c1ccc(F)cc1
    9, 2
C[C@@H]1CN([C@@H](C)CO)C(=O)c2cccc(NS(C)(=O)=O)c2O[C@@H]1CN(C)S(=O)(=O)c1cccs1
    -3, 8
C[C@H]1CN([C@@H](C)CO)C(=O)Cc2cc(NC(=O)Nc3ccc(F)cc3)ccc2O[C@@H]1CN(C)C(=O)Nc1ccc(C(F)(F)F)cc1
    3, -9

Structural class, those above containing a Cl atom
The line under a structure holds: T cruzi HTS, INS-1E rescue
C[C@@H]1CN([C@@H](C)CO)C(=O)c2cc(NS(=O)(=O)c3ccc(Cl)cc3)ccc2O[C@@H]1CN(C)S(=O)(=O)c1cn(C)cn1
    1, 13
Cc1ccc(S(=O)(=O)Nc2ccc3c(c2)C(=O)N([C@@H](C)CO)C[C@H](C)[C@@H](CN(C)Cc2ccc(Cl)c(Cl)c2)O3)cc1
    32, 0
C[C@@H]1CN([C@@H](C)CO)C(=O)c2cc(NC(=O)CCC(F)(F)F)ccc2O[C@H]1CN(C)Cc1ccc(Cl)c(Cl)c1
    7, -1
C[C@@H]1CN([C@@H](C)CO)C(=O)c2cccc(NC(=O)Nc3ccc4c(c3)OCO4)c2O[C@@H]1CN(C)Cc1ccc(Cl)c(Cl)c1
    -37, -46
C[C@@H]1CN([C@@H](C)CO)C(=O)c2cc(NS(=O)(=O)c3cn(C)cn3)ccc2O[C@H]1CN(C)Cc1ccc(Cl)c(Cl)c1
    -13, -5
COc1ccc(NC(=O)Nc2ccc3c(c2)C(=O)N([C@@H](C)CO)C[C@@H](C)[C@H](CN(C)S(=O)(=O)c2ccc(Cl)cc2)O3)cc1
    3, -4
